GluA2 TARP mod: GluA2-stargazin AMPA receptor complex modulation; O88602+P19491; HEK293 GluA2+stargazin, membrane potential dye (FDSS), glutamate EC50; hits were called plate by plate, in both directions; calls only at 30 µM; actives 3.5% (n = 40,000); AID 1259245;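 active = any of four per-well response measures lying three or more SD from its plate-wide compound average, in either direction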
GluA2 TARP mod agonism max-min: further read-out of GluA2 TARP mod, marked with its call; compound max-min signal; compound-alone response (agonism);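 unitless range of fluorescence divided by baseline over first 100 seconds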
GluA2 TARP mod glutamate slope: second read-out of GluA2 TARP mod, no call of its own (marks repeat the call); glutamate slope, % of max; measured here: glutamate response slope, % max;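 scaled per plate between vehicle wells and maximal 1 mM glutamate control wells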
* marks the source's active call; other numbers are inactive results; i = inactive; + = active, no number. An excerpt; count on the stated rates, not on these rows.

SMILES	GluA2 TARP mod	GluA2 TARP mod agonism max-min	GluA2 TARP mod glutamate slope
CCc1cc2c(=O)c(-c3ccc4c(c3)OCCO4)c(C)oc2cc1OC(=O)N(C)C	i	0.047	46.9
NC(Cc1ccccc1)Cc1ccccc1	i	0.052	57.4
O=C(COc1ccccc1)N(CCN1CCOCC1)c1nc2ccccc2s1	i	0.0833	46.4
CCN1CCN(c2ccc(C(F)(F)F)cn2)CC1	i	0.0287	38.9
CN(C)C(CN)c1ccccc1Cl (stereo not drawn)	i	0.0904	65.1
O=C(COc1ccccc1)N(CCN1CCOCC1)c1nc2c(F)cc(F)cc2s1	i	0.0683	45.4
O=C(Cc1cccs1)N1CCN(Cc2nc(-c3cccs3)cs2)CC1	i	0.122	58.2
Nc1c(C(=O)NCc2ccco2)c2nc3ccccc3nc2n1CCN1CCOCC1	i	0.149	59.0
CCOC(=O)c1c(N)n(CCCO)c2nc3ccccc3nc12	i	0.169	58.6
CN(C)C(=O)Oc1ccc2c(=O)c(-c3ccc(Br)cc3)coc2c1	i	0.0358	50.6
CCn1nccc1C(=O)Nc1ccc(Cl)cc1C(=O)c1ccccc1	i	0.121	55.6
CC1NCCC2(O)CCCCC12 (stereo not drawn)	i	0.0277	40.3
CS(=O)(=O)c1ccc(CC(=O)Nc2ccc(Cl)cc2C(=O)c2ccccc2Cl)cc1	+	0.0811*	65.0*
Cc1ccc(S(=O)(=O)N(C)c2ccc(C(=O)N3CCN(C)CC3)cc2)cc1	i	0.0886	56.4
COc1ccc2c(c1)O/C(=C\c1ccccc1)C2=O	i	0.0842	55.9
CCOc1ccc(-n2nnnc2CN2CCN(C(=O)Cc3ccc(Cl)cc3)CC2)cc1	i	0.0627	79.1
CC12CCC3C(CC=C4CC(O)CCC43C)C1C/C(=C\c1cccs1)C2=O (stereo not drawn)	i	0.0435	56.3
COc1ccc(CC(=O)N2CCN(Cc3nc(-c4ccco4)cs3)CC2)cc1OC	i	0.129	48.1
O=C(COc1ccc(Cl)cc1)N(CCN1CCOCC1)c1nc2c(F)cccc2s1	i	0.065	63.5

A second format for some results above:
SMILES | GluA2 TARP mod | GluA2 TARP mod agonism max-min | GluA2 TARP mod glutamate slope
COc1ccc2c(c1)O/C(=C\c1ccccc1)C2=O | i | 0.0842 | 55.9
CCOc1ccc(-n2nnnc2CN2CCN(C(=O)Cc3ccc(Cl)cc3)CC2)cc1 | i | 0.0627 | 79.1
CC12CCC3C(CC=C4CC(O)CCC43C)C1C/C(=C\c1cccs1)C2=O (stereo not drawn) | i | 0.0435 | 56.3
COc1ccc(CC(=O)N2CCN(Cc3nc(-c4ccco4)cs3)CC2)cc1OC | i | 0.129 | 48.1
O=C(COc1ccc(Cl)cc1)N(CCN1CCOCC1)c1nc2c(F)cccc2s1 | i | 0.065 | 63.5

No new results follow: 2 of the compounds above.
SMILES	GluA2 TARP mod	GluA2 TARP mod agonism max-min	GluA2 TARP mod glutamate slope
CCc1cc2c(=O)c(-c3ccc4c(c3)OCCO4)c(C)oc2cc1OC(=O)N(C)C	i	0.047	46.9
NC(Cc1ccccc1)Cc1ccccc1	i	0.052	57.4

Three structures from above, arranged by molecular weight, highest first.
SMILES	GluA2 TARP mod	GluA2 TARP mod agonism max-min	GluA2 TARP mod glutamate slope
CCOC(=O)c1c(N)n(CCCO)c2nc3ccccc3nc12	i	0.169	58.6
COc1ccc2c(c1)O/C(=C\c1ccccc1)C2=O	i	0.0842	55.9
CC1NCCC2(O)CCCCC12 (stereo not drawn)	i	0.0277	40.3

Screening data: PubChem, Vanderbilt High Throughput Screening Facility
